Source: PubChem
NPY-Y1 PAM-ag = NPY-Y1 receptor potentiators or agonists, primary screen, cell-based; activation, % at 3.6 µM; NPY-Y1 expressing cells, potentiator/agonist activation; AID 1304, 2008; hit rate 0.37% among 220,000; in the data active = activation above about 33%, passing the limit was not always enough;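 note: cells stimulated with NPY at EC10 then isoproterenol at EC100; 0% = low agonist plus stimulus and 100% = saturating agonist plus stimulus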
Target sequence (P25929 whole entry, looked up): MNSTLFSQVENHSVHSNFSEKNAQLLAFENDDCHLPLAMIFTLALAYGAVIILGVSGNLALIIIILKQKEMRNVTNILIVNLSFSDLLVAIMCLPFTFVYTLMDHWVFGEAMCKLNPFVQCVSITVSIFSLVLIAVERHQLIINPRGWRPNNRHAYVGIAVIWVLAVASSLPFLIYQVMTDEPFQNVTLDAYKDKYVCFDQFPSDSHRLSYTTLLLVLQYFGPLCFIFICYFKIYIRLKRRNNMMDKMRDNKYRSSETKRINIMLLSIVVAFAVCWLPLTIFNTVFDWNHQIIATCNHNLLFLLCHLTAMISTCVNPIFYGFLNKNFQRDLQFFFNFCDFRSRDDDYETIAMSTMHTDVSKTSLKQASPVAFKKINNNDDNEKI
CHOP inhibitor = inhibitors of CHOP promoter induction, primary screen, cell-based, unfolded protein response, luciferase reporter; CHO-K1 CHOP-promoter luciferase, tunicamycin-induced, 15-18 h; inhibition, % at 10 µM; hit rate 3.8% among 220,000;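 active = compounds that reduced the stress-induced luciferase reporter signal by more than about 70% of percent inhibition, limit read from the data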;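 note: 0% = tunicamycin plus vehicle and 100% = wells without tunicamycin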
BaF3 tox = parental Ba/F3 cell viability inhibition, counter-screen for JAK2V617F inhibitor project, murine pro-B, CellTiter-Glo luminescence | CellTiter-Glo ATP luminescence | inhibition, % at 5.6 µM | hit rate 1.1% among 220,000 | AID 1486, 2009;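 active = inhibition above a per-campaign cutoff, the mean inhibition of all tested compounds plus 3 SD, cut at about 27% in these data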;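 note: 0% = DMSO wells and 100% = JAK Inhibitor I control wells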
NPY-Y1 antag = NPY-Y1 receptor antagonists, primary screen, cell-based | HEK293-CNG Y1 cells, membrane potential fluorescence; NPY at EC95, then isoproterenol | inhibition, % at 3.6 µM | hit rate 1% among 200,000 | AID 1040, 2008;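 active = inhibition above the campaign mean inhibition of all tested compounds plus 3 SD, cut at about 20% in these data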;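 note: 0% = DMSO wells given NPY plus isoproterenol and 100% = isoproterenol alone without NPY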
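Test system: HEK293 cells co-expressing NPY Y1 receptor and cyclic-nucleotide gated channel; Also added: NPY (25 nM), isoproterenol (1 µM), Ro 20-1724 (25 µM); Compound dosing: one concentration, 3.6 µM, in 0.4% DMSO; Timing: dye 3 h, compound 60 min room temperature, stimulation 45 min; Technique: Membrane-potential fluorescent dye readout.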
p47phox inh = p47phox/p22phox peptide binding inhibitors, primary screen, biochemical, uHTS, NADPH oxidase regulatory subunit | inhibition, % at 24.7 µM | hit rate 0.53% among 220,000 | Neutrophil cytosol factor 1 (Homo sapiens), P14598 | AID 1274, 2008 | fluorescence polarization, 2 h;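 active = inhibition above about 30%, limit read from the data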;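 note: 0% = p47phox with labelled peptide and 100% = labelled peptide alone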
Target sequence (P14598 whole entry, looked up): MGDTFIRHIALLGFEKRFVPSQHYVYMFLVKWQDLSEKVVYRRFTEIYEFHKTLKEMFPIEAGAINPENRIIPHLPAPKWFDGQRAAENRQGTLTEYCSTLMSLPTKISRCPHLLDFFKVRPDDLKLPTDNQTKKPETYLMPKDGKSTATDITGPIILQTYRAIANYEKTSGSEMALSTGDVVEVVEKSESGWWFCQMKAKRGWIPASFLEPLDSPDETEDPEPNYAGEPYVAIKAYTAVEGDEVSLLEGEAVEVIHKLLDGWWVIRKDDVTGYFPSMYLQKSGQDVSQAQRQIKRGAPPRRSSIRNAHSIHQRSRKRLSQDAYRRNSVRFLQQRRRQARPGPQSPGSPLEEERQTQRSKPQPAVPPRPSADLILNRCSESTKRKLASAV
Ba/F3 V617F tox = reduced viability of JAK2V617F-dependent Ba/F3 cells, primary screen, JAK2V617F inhibitor project, cell-based, Ba/F3 EpoR-JAK2V617F, luminescence; inhibition, % at 5.6 µM; AID 1446, 2008; hit rate 1.1% among 220,000; ATP luminescence;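 active = inhibition above the campaign mean plus 3 SD over all tested compounds, cut at about 24% in these data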;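 note: cytokine-independent growth of Ba/F3 cells driven by EpoR plus mutant JAK2; 0% = DMSO-treated cells and 100% = JAK inhibitor I control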
S1P4 antagonist = S1P4 receptor antagonists, primary screen, cell-based | Sphingosine 1-phosphate receptor 4 (Homo sapiens), O95977 | inhibition, % at 4.98 µM | hit rate 0.26% among 220,000 | S1P4-expressing cells, antagonist mode, reporter read-out; in the data active = inhibition above about 29%;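 note: 0% = wells stimulated with agonist and 100% = vehicle wells without agonist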
S1P4 ag = S1P4 receptor agonists, primary screen, cell-based. AID 1509, 2009. activation, % at 4.98 µM. S1P4-expressing cell line, agonist reporter assay. hit rate 0.35% among 220,000. Sphingosine 1-phosphate receptor 4 (Homo sapiens), O95977; in the data active = activation above about 11%;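 note: 0% = DMSO vehicle and 100% = reference agonist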
NPY2 pot ag = NPY-Y2 potentiators or agonists, primary screen, cell-based; Neuropeptide Y receptor type 2 (Homo sapiens), P49146; hit rate 0.45% among 220,000; cells expressing NPY-Y2, potentiator/agonist read-out; activation, % at 3.6 µM; in the data active = activation above about 27%;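 note: cells stimulated with NPY near EC25 plus isoproterenol at EC100; 0% = vehicle plus submaximal agonist and 100% = vehicle plus saturating agonist; some results beyond the cut were filed as inactive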
* hit, by the source's call; / = no result given.

No.	SMILES	NPY-Y1 PAM-ag	CHOP inhibitor	BaF3 tox	NPY-Y1 antag	p47phox inh	Ba/F3 V617F tox	S1P4 antagonist	S1P4 ag	NPY2 pot ag
1	COc1ccc(N(CC(=O)NCCSC2CCCCC2)S(C)(=O)=O)c(OC)c1	9	10	8	-6	-6	4	-11	0.9	4
2	Cc1cccc(-n2c(N)cc(=O)nc2SC(C)C(=O)NC2CCCCC2)c1 (centres undefined)	10	5	1	1	2	-2	-9	0.2	-10
3	COC(=O)[C@H](CCSC)NC(=O)Nc1ccc(C(C)C)cc1	7	35	6	5	-2	1	0	0.9	12
4	COc1ccc(C2CC(c3ccccc3)=NN2c2ccc(Cl)c(C(=O)O)c2)cc1 (centres undefined)	6	7	4	-2	-6	1	4	1.5	6
5	CCOC(=O)CC1C(=O)NCCN1S(=O)(=O)c1ccc(Br)cc1 (centres undefined)	7	4	2	-4	-5	3	-2	11*	-4
6	CC1CCN(c2ccc(NC(=O)c3ccccc3[N+](=O)[O-])cc2)CC1	0	27	8	1	-4	1	3	-0.3	-1
7	COc1ccc(NC(=O)c2ccccc2S(=O)c2ccccc2C#N)cc1 (centres undefined)	-9	-17	-1	-5	2	4	-11	-0.7	-8
8	CCC(=O)Nc1ccc(N2CCN(Cc3ccccc3)CC2)cc1	10	9	0	12	-11	-4	2	0.6	-2
9	O=C(CSc1nc2ccccc2c(=O)n1-c1ccc(F)cc1)Nc1ccc(N2CCOCC2)cc1	-10	21	2	4	-4	1	-6	-1.0	7
10	COc1ccc(N2C(=O)CSC23CCC(C(C)(C)C)CC3)cc1 (centres undefined)	-23	79*	3	1	-6	-2	-16	0.3	11
11	CC(C)(C)c1ccc(C(=O)NNC(=O)c2ccc(Cl)cc2)cc1	-23	63	8	1	-7	-1	-11	-1.4	-27
12	C[C@H](N)c1nnc(SCC(=O)c2ccc(Cl)cc2)o1	16	34	2	-2	-2	-2	8	3.5	0
13	CN(C)CCCNC(=O)c1ccc(Cl)c(S(=O)(=O)N(C)c2ccccc2)c1	21	-7	-2	-5	-3	-2	-4	-1.5	-1
14	CCCCOc1ccccc1-c1cc(C(=O)O)[nH]n1	-8	26	0	6	-9	-2	-22	0.6	10
15	CCCCn1nc2cc(C(=O)NC3CCc4ccccc43)ccc2c1OCC (centres undefined)	6	65	-1	1	-7	-3	-6	0.4	8
16	Cn1c(CCN2CCCCC2)nc2cc([N+](=O)[O-])ccc21	-6	18	7	0	6	-2	0	0.0	2
17	CCOC(=O)C1CCCN(C2CC(=O)N(c3ccc(N4C(=O)CC(N5CCCC(C(=O)OCC)C5)C4=O)cc3)C2=O)C1 (centres undefined)	-2	-20	4	3	-3	2	-11	-0.5	-10
18	O=C(C1CC1)N1CCc2cc(S(=O)(=O)NC3CCN(Cc4ccccc4)CC3)ccc21	-5	48	3	-2	0	0	-7	1.1	-18
19	Cc1c(C)c2cc(Cl)c(O)c(CN3CCN(C)CC3)c2oc1=O	27	-12	3	-2	-6	0	-2	15*	-4
20	CCCCSc1ncc(C(=O)OCC)c(N)n1	-11	-14	3	2	-8	-5	-5	-0.5	14
21	CC(=O)Nc1ccc(N=Nc2c(C)[nH]n(C(N)=S)c2=O)cc1	14	-24	2	-3	-30	-4	-18	-0.9	3
22	CCC(=O)Nc1ccc(C(=O)NNC(=O)c2ccc([N+](=O)[O-])cc2)cc1	-3	8	-1	-7	1	4	2	0.4	1
23	O=C(c1ccc2c(=O)n(Cc3ccco3)c(=S)[nH]c2c1)N1CCN(c2ccccc2)CC1	-13	16	6	3	-15	0	-7	-0.7	-8
24	O=c1oc2ccc(Cl)cc2nc1/C=C(\O)c1cccs1	18	16	38*	/	-20	36*	17	-2.6	-5
25	CCN(CC)S(=O)(=O)c1ccc2c(c1)nc(SCC(=O)N1CCOCC1)n2-c1ccccc1OC	14	-10	10	0	-9	0	-19	0.8	3

An excerpt from above in order of molar mass, highest first:
No.	SMILES	NPY-Y1 PAM-ag	CHOP inhibitor	BaF3 tox	NPY-Y1 antag	p47phox inh	Ba/F3 V617F tox	S1P4 antagonist	S1P4 ag	NPY2 pot ag
17	CCOC(=O)C1CCCN(C2CC(=O)N(c3ccc(N4C(=O)CC(N5CCCC(C(=O)OCC)C5)C4=O)cc3)C2=O)C1 (centres undefined)	-2	-20	4	3	-3	2	-11	-0.5	-10
23	O=C(c1ccc2c(=O)n(Cc3ccco3)c(=S)[nH]c2c1)N1CCN(c2ccccc2)CC1	-13	16	6	3	-15	0	-7	-0.7	-8
18	O=C(C1CC1)N1CCc2cc(S(=O)(=O)NC3CCN(Cc4ccccc4)CC3)ccc21	-5	48	3	-2	0	0	-7	1.1	-18
4	COc1ccc(C2CC(c3ccccc3)=NN2c2ccc(Cl)c(C(=O)O)c2)cc1 (centres undefined)	6	7	4	-2	-6	1	4	1.5	6
22	CCC(=O)Nc1ccc(C(=O)NNC(=O)c2ccc([N+](=O)[O-])cc2)cc1	-3	8	-1	-7	1	4	2	0.4	1
6	CC1CCN(c2ccc(NC(=O)c3ccccc3[N+](=O)[O-])cc2)CC1	0	27	8	1	-4	1	3	-0.3	-1
19	Cc1c(C)c2cc(Cl)c(O)c(CN3CCN(C)CC3)c2oc1=O	27	-12	3	-2	-6	0	-2	15*	-4
11	CC(C)(C)c1ccc(C(=O)NNC(=O)c2ccc(Cl)cc2)cc1	-23	63	8	1	-7	-1	-11	-1.4	-27
3	COC(=O)[C@H](CCSC)NC(=O)Nc1ccc(C(C)C)cc1	7	35	6	5	-2	1	0	0.9	12
21	CC(=O)Nc1ccc(N=Nc2c(C)[nH]n(C(N)=S)c2=O)cc1	14	-24	2	-3	-30	-4	-18	-0.9	3
16	Cn1c(CCN2CCCCC2)nc2cc([N+](=O)[O-])ccc21	-6	18	7	0	6	-2	0	0.0	2
14	CCCCOc1ccccc1-c1cc(C(=O)O)[nH]n1	-8	26	0	6	-9	-2	-22	0.6	10

One compound at a time, as listed above. Order of screens: NPY-Y1 PAM-ag, CHOP inhibitor, BaF3 tox, NPY-Y1 antag, p47phox inh, Ba/F3 V617F tox, S1P4 antagonist, S1P4 ag, NPY2 pot ag
`CCOC(=O)CC1C(=O)NCCN1S(=O)(=O)c1ccc(Br)cc1` (centres undefined) is entered as 7, 4, 2, -4, -5, 3, -2, 11*, -4
`CCCCOc1ccccc1-c1cc(C(=O)O)[nH]n1` is entered as -8, 26, 0, 6, -9, -2, -22, 0.6, 10

(more compounds)
No.	SMILES	NPY-Y1 PAM-ag	CHOP inhibitor	BaF3 tox	NPY-Y1 antag	p47phox inh	Ba/F3 V617F tox	S1P4 antagonist	S1P4 ag	NPY2 pot ag
26	CC(C)NCC#CCOc1ccc(Cl)cc1	13	7	2	6	-4	-1	-3	0.0	0
27	Nc1c(Br)cc(Br)c(N2CCCC2=O)c1Br	7	-3	1	-2	7	-4	-21	0.4	16
28	O=C(NC1CCCc2ccccc21)C1CCN(S(=O)(=O)c2ccccc2F)CC1 (centres undefined)	15	2	8	-3	-26	3	-23	0.1	6
29	COC(=O)c1ccc(C2/C(=C(\O)c3cccc(OC)c3)C(=O)C(=O)N2CCCN(C)C)cc1 (centres undefined)	23	34	2	3	1	0	-5	1.3	10
30	CC1CCCN(C(=O)CNC(=O)Cn2ccc3ccccc3c2=O)C1 (centres undefined)	17	7	4	0	-9	-1	-12	1.3	-5
31	N#Cc1ccc(-c2ccco2)nc1SCc1ccccc1	-10	45	4	10	-22	-2	2	0.6	-21
32	COc1cc(OC)c(C(=O)OC(C)C(=O)Nc2cccc(C(F)(F)F)c2)cc1OC (centres undefined)	-22	40	3	-3	6	0	-4	-0.1	-12
33	Cc1cc2c(Nc3ccccc3)ncnc2s1	6	29	5	0	-17	-4	-6	0.3	8
34	C=C(C)CN(CC)Cc1c(C(=O)N(C)CCCC)nc2ccccn12	-8	19	1	19	4	-1	-9	0.7	-8
35	CN(CCO)c1cc(N2CCC3(CC2)OCCO3)c2nonc2c1[N+](=O)[O-]	-21	-33	6	-3	-26	2	-10	0.1	1
36	CCNc1ccc(S(=O)(=O)N(C)C)cc1NCC(=O)Nc1ccccc1Br	14	14	-3	-5	-13	-3	-3	-0.5	2
37	COc1ccc(C(=O)N(CN2CCCC2=O)c2ccc(C)cc2)cc1	21	17	6	-2	-3	-2	-18	-0.8	-5
38	CCOC(=O)c1cc(NC(=O)N2CCCc3ccccc32)c(C)nc1C	10	4	3	-2	-7	-2	-8	1.1	8
39	CC(=O)c1ccc(OCC(O)COc2ccc(C(C)=O)cc2)cc1	-6	-9	96*	0	-6	3	-3	-1.5	-1
40	C/C(=N\NC(N)=S)c1ccc(-n2ccnc2)cc1	6	17	-7	/	-2	-1	-4	-1.5	-9
41	O=S(NCc1ccco1)C12CC3CC(CC(C3)C1)C2 (centres undefined)	5	-48	-3	-3	-6	-4	0	0.5	-3
42	Cc1ccc(-n2c([S-])c(C(=O)NC(C)c3ccccc3)[n+]3ccccc23)cc1 (centres undefined)	-8	21	9	0	-24	5	-14	-0.5	8
43	Cc1sc(NC(=O)c2ccco2)c(C(c2ccncc2)N2CCOCC2)c1C (centres undefined)	20	-2	1	6	1	7	16	1.6	2
44	Cc1cc(=O)[nH]c(SCC2(O)C3CC4CC(C3)CC2C4)n1 (centres undefined)	-1	-23	1	-2	-4	0	8	0.2	-6
45	COc1cc(CC(=O)NCc2ccco2)cc(OC)c1OC	-8	16	0	-8	-4	-5	-6	1.6	-4
46	O=C(CCc1ccccc1)n1nc(-c2ccccc2)nc1NCc1ccco1	-9	5	2	8	-6	0	-29	-1.9	8
47	CCOC(=O)c1cn(Cc2ccc(Br)cc2)nn1	-28	6	6	4	4	2	-6	1.4	-2
48	O=C(Oc1cccc2cccnc12)c1cccc([N+](=O)[O-])c1	8	57	-1	2	-6	-3	-10	-0.8	0
49	Cc1ccc(S(=O)(=O)NCCNC(=O)N2CCOCC2)cc1	-8	2	2	-2	-12	2	-16	1.7	-14
50	NC1=NC(=Nc2cccc(S(=O)(=O)N3CCOCC3)c2)c2ccccc21	20	25	-1	/	-4	-1	-5	-1.6	7
51	Cc1nc(Nc2cccc(C(F)(F)F)c2)nc2c1C(=O)CC(C)C2 (centres undefined)	2	8	1	4	-2	-2	-15	1.8	9
52	CCOC(=O)c1ccc(NC(=O)c2cccc(C)c2[N+](=O)[O-])cc1	8	-22	4	-4	-10	5	-2	-2.5	0
53	NC(=O)NC(CC(=O)NCCc1ccc(S(N)(=O)=O)cc1)c1ccc(Cl)cc1 (centres undefined)	10	-11	0	/	14	-1	-3	-1.0	12
54	O=C(NNC(=O)c1cccc2ccccc12)c1ccco1	5	30	4	3	-5	-1	-8	0.2	3
55	COc1ccc([N+](=O)[O-])cc1NC(=O)CCCOc1ccccc1	-4	0	6	3	-5	1	-8	-0.3	12
56	O=C(CCN1C(=O)/C(=C/c2cccc(Br)c2)SC1=S)NNC(=O)c1cccnc1	8	27	0	4	15	-2	-29	2.0	3
57	COc1cccc(C(=O)Nc2cc(=O)n(C)c(=O)n2C)c1OC	-14	-4	4	-1	6	0	-12	-1.4	-14

The order is random; overall some 7.1% were active at least once.
